PLCb3 inh: inhibitors of human phospholipase C beta3; inhibition, % at 12.2 µM; AID 720704; 0.18% of 370,000 active; Purified PLC-beta3, fluorogenic substrate, fluorescence; Q01970; in the data active means inhibition above about 11%;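 further: 0% = median of compound wells on plate and 100% = full blocker control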
ssDAF12 agonist: S. stercoralis DAF-12 activation, primary screen; HEK293 ssDAF-12/GRIP1 lit1-tk-luc reporter, luminescence; % of 3 µM dafachronic acid response; activation, % at 6.8 µM; 1% of 370,000 active; AID 652126;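 active means activation above the mean over all tested compounds plus 3 SD, cut at about 0.9% in these data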;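 further: 0% = DMSO-only wells and 100% = 3 µM delta7-dafachronic acid wells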
PLCg1 inh: inhibitors of human phospholipase C gamma1; inhibition, % at 12.2 µM; P19174; 0.84% of 370,000 active; purified PLC-gamma1, fluorogenic substrate, fluorescence; AID 720700; in the data active means inhibition above about 9.5%
MBD2 DNA inh: MBD2-methylated oligo binding inhibition. Q9UBB5. TR-FRET, MBD2 binding to methylated oligonucleotide. inhibition, % at 4.4 µM. 0.31% of 370,000 active. AID 686964; in the data active means inhibition above about 13%
Target sequence (Q9UBB5 whole entry, looked up): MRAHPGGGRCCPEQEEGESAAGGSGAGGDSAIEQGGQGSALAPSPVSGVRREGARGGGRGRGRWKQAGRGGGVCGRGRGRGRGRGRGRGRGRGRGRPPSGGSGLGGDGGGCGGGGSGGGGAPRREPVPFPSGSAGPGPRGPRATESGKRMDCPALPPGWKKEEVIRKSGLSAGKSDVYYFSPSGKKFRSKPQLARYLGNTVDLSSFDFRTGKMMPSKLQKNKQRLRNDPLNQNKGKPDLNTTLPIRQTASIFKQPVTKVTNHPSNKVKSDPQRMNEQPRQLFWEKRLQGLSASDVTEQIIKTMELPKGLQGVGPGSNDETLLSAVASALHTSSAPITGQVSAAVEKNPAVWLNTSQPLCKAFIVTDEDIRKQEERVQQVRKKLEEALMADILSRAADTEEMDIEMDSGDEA
DAX1 inh-1: inhibits human nuclear receptor DAX1; inhibition, % at 6.75 µM; 0.99% of 340,000 active; AID 504766; P51843; HEK293 Gal4-DAX1 luciferase reporter, luminescence;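 active means inhibition above the mean over all tested compounds plus 3 SD, cut at about 4.2% in these data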;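 further: 0% = DAX1-transfected cells with DMSO and 100% = empty-vector control cells with DMSO; inhibition shows as a rise in luminescence from relieved DAX1 repression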
hcDAF12 agonist: H. contortus DAF-12 activation, primary screen | activation, % at 6.8 µM | 1.4% of 370,000 active | HEK293 hcDAF-12 lit1-tk-luc reporter, luminescence; 0% DMSO, 100% Δ7-dafachronic acid;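 active means activation above the mean of all tested compounds plus 3 SD, cut at about 5.5% in these data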;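 further: 100% = response to 3 µM Δ7-dafachronic acid high control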
hgDAF12 agonist: agonists of H. glycines DAF-12 nuclear receptor; 1.8% of 370,000 active; activation, % at 6.8 µM; HEK293 GAL4-hgDAF12 UAS-luciferase reporter, agonist luminescence; normalized to butyrate control; AID 687014;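 active means activation above a cutoff set at the mean of all screened compounds plus 3 SD, cut at about 10% in these data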;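 further: 0% = DMSO wells and 100% = sodium butyrate wells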
SMARCA2 activ: increases SMARCA2 function in MMTV reporter cells; MG213 cells, MMTV-luciferase reporter, dexamethasone, overnight; activation, % at 9.1 µM; 1% of 370,000 active; AID 652017; in the data active means activation above about 7.8%;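 further: 0% = vehicle wells and 100% = reference activator wells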
DAX1 inh-2: DAX1 (NR0B1) inhibition, primary screen; HEK293T StAR-luciferase reporter, SF-1/DAX-1 repression relief; inhibition, % at 6.8 µM; 1.1% of 370,000 active; AID 652010;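 active means inhibition above the mean over all tested compounds plus 3 SD, cut at about 3.6% in these data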;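 further: 0% = DAX-1 cells with DMSO and 100% = cells lacking DAX-1 with DMSO; higher inhibition means more luminescence from relief of DAX-1 repression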
ADAM17 inh: ADAM17 inhibition, QFRET primary screen; recombinant ADAM17, EDANS/DABCYL FRET peptide cleavage; inhibition, % at 6.95 µM; 0.83% of 370,000 active; AID 720648;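 active means inhibition above the mean of compounds lying between control limits plus 3 SD, set per campaign, cut at about 8.5% in these data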;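 further: 0% = DMSO-only wells as the low control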
Rev-erbA mod: modulates human Rev-erb alpha binding to DNA; P20393; Rev-erbα–FITC-DNA binding, fluorescence polarization, 90 min; activity, % at 10 µM; 0.79% of 370,000 active;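 active means activity above about 14%, limit read from the data; passing the limit was not always enough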;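 further: 0% = DMSO wells with 35 nM protein and 100% = DMSO wells with 750 nM protein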
Target sequence (P20393 whole entry, looked up): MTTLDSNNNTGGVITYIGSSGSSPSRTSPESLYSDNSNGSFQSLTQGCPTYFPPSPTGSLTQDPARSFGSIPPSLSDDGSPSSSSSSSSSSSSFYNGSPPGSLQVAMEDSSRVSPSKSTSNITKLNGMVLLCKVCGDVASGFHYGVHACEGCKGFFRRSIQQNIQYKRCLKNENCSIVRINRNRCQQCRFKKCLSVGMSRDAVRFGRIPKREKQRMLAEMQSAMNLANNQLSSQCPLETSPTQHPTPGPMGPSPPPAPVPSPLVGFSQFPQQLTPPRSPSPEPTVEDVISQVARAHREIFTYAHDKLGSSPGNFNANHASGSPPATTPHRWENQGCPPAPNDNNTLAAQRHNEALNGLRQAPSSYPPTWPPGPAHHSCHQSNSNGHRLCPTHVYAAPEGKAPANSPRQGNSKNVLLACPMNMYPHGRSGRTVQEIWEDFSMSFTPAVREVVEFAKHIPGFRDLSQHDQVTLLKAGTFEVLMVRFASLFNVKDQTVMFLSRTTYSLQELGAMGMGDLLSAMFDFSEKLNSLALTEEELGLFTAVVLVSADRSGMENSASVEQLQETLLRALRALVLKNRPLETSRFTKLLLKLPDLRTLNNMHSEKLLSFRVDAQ
* hit, by the source's call; i = inactive; . = not tested or not shown.

The first three entries, ahead of the listing:
SMILES	PLCb3 inh	ssDAF12 agonist	PLCg1 inh	MBD2 DNA inh	DAX1 inh-1	hcDAF12 agonist	hgDAF12 agonist	SMARCA2 activ	DAX1 inh-2	ADAM17 inh	Rev-erbA mod
COc1ccc(-c2csc(Nc3ccc(S(=O)(=O)Nc4cc(C)on4)cc3)n2)cc1C	-8	-1.2	-4	-8	0.3	-1.6	0.2	0	-0.2	0	2
O=C(CSc1nnc(CNC(=O)c2cccs2)o1)Nc1ccccc1	-1	-2.1	0	0	-0.8	-1.1	-0.3	0	0.4	-3	2
CCCS(=O)(=O)N1CCCC(C(=O)NCCCN(C)c2ccccc2)C1 (stereo not drawn)	0	-1.9	1	-5	-1.6	0.8	-2.4	-1	0.3	-4	-2

The whole of this part (from the top)
SMILES	PLCb3 inh	ssDAF12 agonist	PLCg1 inh	MBD2 DNA inh	DAX1 inh-1	hcDAF12 agonist	hgDAF12 agonist	SMARCA2 activ	DAX1 inh-2	ADAM17 inh	Rev-erbA mod
COc1ccc(-c2csc(Nc3ccc(S(=O)(=O)Nc4cc(C)on4)cc3)n2)cc1C	-8	-1.2	-4	-8	0.3	-1.6	0.2	0	-0.2	0	2
O=C(CSc1nnc(CNC(=O)c2cccs2)o1)Nc1ccccc1	-1	-2.1	0	0	-0.8	-1.1	-0.3	0	0.4	-3	2
CCCS(=O)(=O)N1CCCC(C(=O)NCCCN(C)c2ccccc2)C1 (stereo not drawn)	0	-1.9	1	-5	-1.6	0.8	-2.4	-1	0.3	-4	-2
C[N+]1(CC(=O)OCCCc2ccccc2)CCCCC1	-4	-1.3	3	-5	-0.5	-0.9	2.5	0	1.9	2	-4
COc1ccc(NC(=O)c2cc(-c3cc(Cl)ccc3OC)n[nH]2)c(C)c1	-3	-1.3	3	-1	.	-2.0	-1.7	-1	-0.9	1	1
O=C1c2cccc3c([N+](=O)[O-])ccc(c23)C(=O)N1O	-52	-0.8	-35	-16	0.7	-0.4	0.8	7	-0.6	-2	-25
Cc1ccc(CCNC(=O)CNC(=S)N(Cc2ccccc2)Cc2cccnc2)cc1	-2	-1.6	-1	1	-0.6	-1.5	-0.1	-4	-0.1	-1	-2
O=c1cc(-c2ccc(O)c(O)c2)oc2cc(O)cc(O)c12	-7	-1.1	-3	-6	-1.0	-2.0	0.1	4	0.3	2	-7
O=C(NCCCN1CCCC1)C1CCC(=O)N1C1CCCCC1 (stereo not drawn)	-2	-1.1	-3	-1	0.3	-1.3	-0.1	-1	-0.4	-2	0
Cc1ccc2c3c([nH]c2c1C)-c1nonc1CC3	-69	-0.7	-52	5	0.4	0.9	9.4	-2	0.2	-5	2
NC(=O)NC(CC(=O)NCCc1ccc(S(N)(=O)=O)cc1)c1ccccc1Cl (stereo not drawn)	-6	-1.0	2	-1	-0.2	-0.5	-1.1	8	0.4	-1	2
Cc1nc2c(OCCOc3ccc(F)cc3)cccn2c1N(C)C(=O)CCC1CCCC1	-4	-1.8	0	0	.	0.6	-2.4	-2	-0.3	-4	1
CCOC(=O)C(C)Oc1cccc2c(=O)n(CC(=O)NCCc3ccccc3)ccc12 (stereo not drawn)	-6	-0.5	0	3	-0.8	-0.5	0.0	-4	-0.8	-8	0
COc1ccc(OC)c(S(=O)(=O)Nc2cc3c4c(c2)CCC(=O)N4CCC3)c1	-4	-1.0	1	1	0.4	1.1	-1.1	-1	1.2	-1	-4
OC(COc1ccccc1)CN1CCCC1 (stereo not drawn)	-1	-0.5	-1	-2	4.0	-0.3	-0.4	0	0.7	1	-4
O=C(N[C@@H](Cc1ccccc1)C(=O)N1CCN(S(=O)(=O)c2ccc(F)cc2)CC1)c1ccco1	-7	-1.3	-3	0	-0.6	1.3	-0.2	-2	-0.3	-2	-5
[O-][N+]12CCN(CC1)c1ccccc12	1	-0.5	-1	-3	1.0	-0.8	1.5	2	1.9	-4	-7
OCCCNC(=S)Nc1ccc2nc(-c3ccccn3)c(-c3ccccn3)nc2c1	i	-1.5	-456	-5	-1.4	-0.1	-0.7	1	0.2	-148	-1
CCN(c1ccccc1)S(=O)(=O)c1ccc(OC)c(NC(=O)c2ccc(=O)[nH]c2)c1	0	-1.4	-2	-1	-0.1	-0.6	0.3	-6	0.0	-3	1
CC(=O)O[C@H]1[C@@H](O)[C@H](O)[C@H](Oc2c(O)c(C)c3c4c2[C@@H](C)CC[C@@H]4[C@@H](C)C[C@@H]3C=C(C)C)O[C@H]1C	-6	-1.2	-7	1	.	-0.4	3.0	-1	1.2	3	2
Cn1cnc2c(cnn2C)c1=O	-1	-1.1	0	-7	1.0	0.5	3.2	-3	0.5	-3	7
COc1ccccc1C(=O)Nc1ccnn1C1CCN(Cc2ccc3nonc3c2)CC1	-5	-1.3	-2	-6	0.9	0.5	-3.5	-1	-2.4	0	3
CCOC(=O)Cn1cnc2sc3c(c2c1=O)CCC3	-24	-1.3	-3	-2	-0.8	-1.8	-2.0	-1	-0.7	0	0
CC(C)(C)c1ccc(S(=O)(=O)NCC2CCN(C(=O)C(=O)c3cccs3)CC2)cc1	0	-1.1	-1	1	.	-2.5	-1.4	-3	-0.7	-1	6
CC(Sc1nncs1)C(=O)Nc1ccc2c(c1)OCO2 (stereo not drawn)	-1	-1.0	6	-8	-0.5	0.2	1.5	2	-0.2	1	0
CC(=O)c1ccc(OCCCC(=O)Nc2ccc3c(c2)OCCO3)cc1	-2	-1.3	-5	-1	0.1	-1.3	0.7	-3	-2.5	-3	-2
O=C(Nc1ccccc1)N1CCCN(c2c(Cl)cncc2Cl)CC1	-2	-0.9	-1	1	0.3	0.5	1.4	-3	-0.5	-5	-6
O=C(O)COc1ccccc1/C=N/NC(=O)c1ccc(F)cc1	-6	-1.0	4	-7	0.6	0.4	-1.7	0	0.0	-4	-3
O=C(c1c(F)cccc1F)N1CCN(c2ccccc2F)CC1	16*	-1.6	5	1	-0.1	-2.0	-2.0	0	-0.4	8	-1
COCCNC(=O)CSc1nnc2c(Cl)cc(Cl)cn12	0	-1.2	-1	3	1.2	-0.9	1.4	0	-0.4	-2	0
Cc1cc(/C=C2\NC(=O)NC2=O)c(C)n1-c1ccc(N2CCOCC2)cc1	-4	-1.9	-3	0	0.8	-1.4	-3.2	-3	-0.4	-3	-2
O=C(C1CCN(S(=O)(=O)N2CCOCC2)CC1)N1CCN(c2ccccc2)CC1	2	-0.6	1	0	0.3	-1.7	-2.6	-1	-0.5	7	1
O=C(COC(=O)c1ccc2c(c1)OCO2)NCc1ccc2c(c1)OCO2	-2	-1.8	5	-2	-0.2	0.3	0.5	1	-0.2	-1	0
CC(C)C(=O)NCCn1ccc2ccccc21	-5	-1.0	-1	0	0.4	-0.7	-0.8	0	0.2	-3	2
C=CCn1c(N)c(C(=O)OCCC)c2nc3ccccc3nc21	i	-1.3	i	-3	0.4	-2.6	-3.2	1	-0.7	i	0
CC1(C)C(=O)OC(C(=O)c2ccccc2)C(C)(C)C1=O (stereo not drawn)	6	-1.5	2	0	0.3	0.0	1.1	0	-0.1	0	3
COc1cc2cc(C)c(SCC(=O)N3CCN(C(=O)c4ccco4)CC3)nc2cc1OC	-14	-1.7	-5	7	0.7	-2.5	-2.0	-1	-0.4	-6	10
CC(C)(C)N1Cc2nnn(Cc3ccccc3)c2-c2ccccc2S1(=O)=O	1	-1.7	3	-2	.	-0.8	-2.7	-4	0.9	-1	1
CSc1nccn1C(=O)c1ccccc1[N+](=O)[O-]	-19	-1.0	-8	-1	-1.3	0.3	-1.3	-3	0.1	-22	2
C/C(=N\NC(=O)C1CC1(c1ccccc1)c1ccccc1)c1cccc([N+](=O)[O-])c1 (stereo not drawn)	0	-1.3	2	3	1.0	-1.6	0.1	-4	0.3	-4	-1
CCN1C(=O)CS/C1=N\S(=O)(=O)c1ccc(C)cc1	-1	-1.4	0	-3	0.4	-0.7	0.5	-3	-0.2	-4	3
CN(Cc1cc(=O)n2ccsc2n1)c1ccccc1	-15	-0.1	-14	-2	-0.1	2.1	0.1	-1	-0.4	-3	-5
CCc1nnc(NS(=O)(=O)c2ccc(NC(=O)c3ccccc3OC)cc2)s1	-12	-0.6	-1	-3	0.8	1.1	1.1	-3	0.3	-1	0
CCn1nc(C(=O)NCCc2ccc(S(N)(=O)=O)cc2)c2ccccc2c1=O	-3	-1.5	1	2	-0.5	-0.8	-2.7	-2	0.4	-1	-3
N#C/C(=C\c1ccccc1O)C(=O)Nc1ccccn1	-10	0.7	-15	-1	1.2	5.8*	4.3	6	0.2	-13	-4
COCCNC(=O)CSc1nc2scc(-c3ccccc3)c2c(=O)[nH]1	-13	-0.9	-2	-4	-1.7	1.2	-2.1	-2	-0.1	-5	-4
O=C(Nc1ccc(Cl)c([N+](=O)[O-])c1)c1cnccn1	-3	-1.7	0	-2	2.0	-0.7	0.2	0	-0.1	-2	3
Cc1ccc(S(=O)(=O)/N=C(/Nc2cccc3ccccc23)c2ccc(F)cc2)cc1	-4	-0.8	1	1	0.6	5.1	-0.7	0	0.1	3	4
O=Cc1c(N2CCCCC2)nc2ccccn2c1=O	2	-0.9	3	0	.	-1.5	-0.5	-1	-0.1	0	-5
CCc1ccc(S(=O)(=O)Nc2cc(SCC(=O)O)c(O)c3ccccc23)cc1	-24	0.1	-13	-7	-1.1	2.0	-1.2	-2	-2.0	-12	3
COc1cc(OC)c(C(=O)NCCCn2ccnc2)cc1OC	-4	-1.4	2	2	-0.6	-0.1	-1.4	-3	0.3	-5	-3
C/C(=N\NC(=O)C1COc2ccccc2O1)c1cccs1 (stereo not drawn)	0	-1.5	0	1	0.1	-2.4	2.6	-2	-0.1	-2	.
CCOc1ccccc1CN1CCN(Cc2cc3ccccc3[nH]2)CC1CCO (stereo not drawn)	-13	0.4	-7	-1	-0.4	7.0*	0.2	1	0.1	-6	1
Cc1sc2c(c1C)c(=O)n(-c1ccc(F)cc1)c(=O)n2CC(=O)NCc1ccco1	1	-0.5	1	2	-0.5	-1.4	-1.0	-3	-0.6	-6	4
N#CC1=C(N)N(c2ccccc2)C(c2ccccc2)C1(C#N)C#N (stereo not drawn)	-50	-1.7	-34	-6	-1.3	-3.2	-1.7	0	0.1	-25	-1
CCCNC(=O)NC1CCCCCCC1	1	-0.5	0	-1	-0.3	0.0	-0.9	2	0.2	-1	0
CCOC(=O)c1cnn(-c2ccccn2)c1N	1	-0.1	1	-3	3.4	5.1	5.7	7.9*	2.6	-5	-1
CCCCN(C=O)c1c(CC)nc2ccc(C(=O)N(CC)CCN(C)C)cn12	-1	-0.7	-3	-1	.	-1.4	-2.0	2	2.7	-3	0
Cc1cc(N2CCN(C)CC2)nc2ccc(NC(=S)NCCCN3CCN(C)CC3)cc12	-39	-0.7	-20	0	0.6	0.2	3.4	0	0.2	-36	-2
CCN(CC)c1ncnc2c1ncn2[C@H]1CN(Cc2ccc(-c3ccccc3)cc2)C[C@@H](CO)O1	-2	-1.3	0	-1	.	-1.9	-1.6	-4	-1.2	4	-7

Screening data deposited in PubChem by several laboratories.

Compounds were not picked by outcome; about 7.4% have a hit in one of these screens.
